Source: PubChem BioAssay (Broad Institute)
ERp5 inh – inhibitors of ERp5-driven insulin aggregation, primary screen, biochemical, turbidity, absorbance 650 nm, single point. Protein disulfide-isomerase A6 (Homo sapiens), Q15084. inhibition, % at 9.99 µM. AID 651711, 2012. actives 0.05% (n = 350,000). 90 min;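 active means mean replicate inhibition above about 25%, with every replicate also reaching it, limit read from the data, passing the limit was not always enough; inconclusive means only one of those two criteria met; inactive means neither criterion met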
ERAP1 HTS inh – human ERAP1 aminopeptidase inhibitors, primary screen, biochemical, single point, plate reader | recombinant ERAP1, Leu-AMC fluorescence, 60 min | inhibition, % at 10.7 µM | actives 0.15% (n = 340,000);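 active means mean replicate inhibition of at least 30%, or all replicates individually reaching that 30% level; inactive means mean below 30% and not every replicate reaching it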;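 further: 0% = neutral control wells and 100% = L-leucinethiol positive control wells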
Target sequence (Q9NZ08 whole entry, looked up): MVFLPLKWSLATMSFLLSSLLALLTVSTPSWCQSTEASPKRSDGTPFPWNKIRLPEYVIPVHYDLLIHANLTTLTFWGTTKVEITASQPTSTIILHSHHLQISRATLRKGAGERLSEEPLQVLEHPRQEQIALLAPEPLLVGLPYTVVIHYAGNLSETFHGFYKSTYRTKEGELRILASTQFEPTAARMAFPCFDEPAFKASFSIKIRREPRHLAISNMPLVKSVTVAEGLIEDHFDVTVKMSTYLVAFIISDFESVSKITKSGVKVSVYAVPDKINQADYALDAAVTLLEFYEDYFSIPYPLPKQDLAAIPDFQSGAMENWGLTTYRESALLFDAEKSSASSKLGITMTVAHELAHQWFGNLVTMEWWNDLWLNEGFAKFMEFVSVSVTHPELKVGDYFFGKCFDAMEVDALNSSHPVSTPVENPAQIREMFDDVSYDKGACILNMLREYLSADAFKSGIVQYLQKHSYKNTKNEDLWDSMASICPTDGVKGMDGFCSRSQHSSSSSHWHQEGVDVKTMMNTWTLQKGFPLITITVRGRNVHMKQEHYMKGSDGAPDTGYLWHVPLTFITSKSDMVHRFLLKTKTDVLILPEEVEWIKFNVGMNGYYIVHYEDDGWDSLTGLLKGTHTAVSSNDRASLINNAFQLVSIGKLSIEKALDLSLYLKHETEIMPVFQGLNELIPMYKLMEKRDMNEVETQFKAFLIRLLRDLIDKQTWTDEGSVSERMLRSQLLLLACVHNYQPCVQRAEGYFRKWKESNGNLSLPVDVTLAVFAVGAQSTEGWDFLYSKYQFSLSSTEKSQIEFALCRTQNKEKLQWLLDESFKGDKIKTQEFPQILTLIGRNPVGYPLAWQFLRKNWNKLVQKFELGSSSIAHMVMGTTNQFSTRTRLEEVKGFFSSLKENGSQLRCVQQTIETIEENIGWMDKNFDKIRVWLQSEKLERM
Casp6 inh – human caspase-6 inhibitors, primary screen, biochemical, VEID-R110 fluorescence, single point, set 2. purified caspase-6, Z-VEID-R110 cleavage fluorescence. inhibition, % at 12.5 µM. actives 0.53% (n = 350,000);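 active means mean inhibition across replicates at least about 35%, with every replicate also reaching that limit, limit read from the data; inconclusive means only one of the two criteria met; inactive means neither criterion met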;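 further: 0% = median of neutral control wells and 100% = no fluorescence left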
F508del corr – F508del CFTR correction, initial screen, CFBE line, single point; CFBE cells, YFP halide quenching; stimulated with forskolin plus potentiator P3; % fluorescence drop versus neutral controls; activity (quench increase), % at 7.58 µM; actives 0.36% (n = 350,000); AID 720511, 2013;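 active means mean added fluorescence quench of at least 8% versus neutral control, with both replicates also reaching 8%; inconclusive means only one of the mean or replicate conditions met; inactive means mean below 8% and not both replicates reaching 8%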;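 further: cells transiently co-express mutant CFTR-F508del with the halide-sensitive YFP; corrector assay measuring rescue of mutant channel to the surface after 24 h compound exposure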
SIRT5 inh – SIRT5 desuccinylase inhibitors, primary screen, biochemical, fluorescence imaging, single point, set 5. AID 652115, 2013. Purified SirT5, succinyl-peptide AMC, trypsin-coupled fluorescence. inhibition, % at 15 µM. NAD-dependent protein deacylase sirtuin-5, mitochondrial (Homo sapiens), Q9NXA8. actives 1.1% (n = 330,000); in the data active means inhibition above about 15%; inconclusive means no clear call, values can overlap the other calls
DENV2 CPE – inhibitors of DENV2 cytopathic effect, primary screen, cell-based, plate reader, single concentration; DENV2-infected cells, cytopathic effect rescue; CPE inhibition, % at 9.99 µM; actives 1.7% (n = 350,000); in the data active means CPE inhibition above about 20%, passing the limit was not always enough; inconclusive means no clear call, values can overlap the other calls; tested in BHK-21 cells;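 further: 0% = median of neutral control wells and 100% = median of positive control wells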
miR-122 sensor – miR-122 Renilla sensor signal increase in Huh7, primary screen, miR-122 inhibitor project, cell-based, single point, plate reader; actives 0.3% (n = 340,000); AID 602342, 2012; activation (reporter increase), % at 12.5 µM; Huh7 miR-122 Renilla luciferase sensor, 48 h; neutral wells = 0, positive control = 100;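 active means mean replicate activation score at least 90 and every replicate individually at or above 90; inconclusive means only one of the two criteria met; inactive means neither criterion met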;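 further: higher luciferase means less miR-122 activity so hits act as miR-122 inhibitors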
The depositor's hits bear a star; ? = inconclusive; · = not tested or not shown; [ ] = another dose, or the depositor's remark.

Each structure is followed by: ERp5 inh, ERAP1 HTS inh, Casp6 inh, F508del corr, SIRT5 inh, DENV2 CPE, miR-122 sensor
O=C(C[C@@H]1CC[C@@H]2[C@H](COC[C@@H](O)CN2Cc2nccs2)O1)NCc1ccccc1
→ 0, -1, 0, -0.1, -2, 15, 10[16.7 µM]
C[C@H](CO)N1C[C@H](C)[C@@H](CN(C)Cc2ccc(C(F)(F)F)cc2)Oc2c(NS(=O)(=O)c3ccc(F)cc3)cccc2C1=O
→ -8, 0, 2, -0.8, -1, 2, 73[16.7 µM]
C/C(CCC(=O)O)=N/Nc1ccc([N+](=O)[O-])cc1[N+](=O)[O-]
→ 0, 3, 2, 1.0, 1, 2, 8
CCCN1C(=O)c2ccc(C(=O)Nc3ccc4c(c3)OCO4)cc2C1=O
→ 0, -1, -2, 1.2, -3, ·, -3
CCC(C(=O)NC(C)(C)C)n1c(-c2ccc(C)cc2)nc2ccccc21 (stereo not drawn)
→ 5, -1, 0, -2.4, ·, 6, ·
O=C(Nc1cc(Cl)ccc1Cl)c1ccc(-c2ccccc2)cc1
→ 3, -2, -4, ·, 1, 0, ·
CC(=O)CSc1nc2c(c(=O)[nH]c(=O)n2C)n1CCCc1ccccc1
→ -1, 0, -1, -0.8, -7, -2, -1
COc1ccc(-c2cn[nH]c2C)cc1OC
→ 5, 3, -2, -0.1, -4, 1, 3
Cc1cccc(C(=O)NCC(=O)OCc2nnc(-c3ccccc3)o2)c1
→ 15, -4, 0, 1.2, -1, -9, -4
CCOC(=O)C1CSCCS(=O)(=O)N1Cc1ccccc1F (stereo not drawn)
→ -3, -2, -1, 0.2, 1, 6, ·
C[C@H](CO)N1C[C@H](C)[C@H](CN(C)Cc2ccc(Oc3ccccc3)cc2)Oc2c(NS(=O)(=O)c3cccs3)cccc2C1=O
→ 2, -1, -3, -1.3, -3, -3, -1[16.7 µM]
CCCCn1c(O)c(N=NC(=O)c2ccncc2)c2cc(Br)ccc21
→ -1, -1, 3, 4.6, 2, 1, -3
CCCNC(=O)N1[C@H](CO)[C@H](c2ccccc2-c2ccc(OC)cc2)[C@@H]1C#N
→ 1, 0, -6, 1.2, 5, -2, ·
Cc1ccc(S(=O)(=O)Nc2c(O)c3ccccc3oc2=O)cc1
→ 11, 0, -1, 0.1, -5, 0, -5
Cc1cccc(NC(=O)N2CCCCCC2)c1
→ -2, 3, 1, -1.8, 2, -9, 9
CCOC(=O)C1CCN(C(=O)c2ccc(NS(=O)(=O)c3ccc4[nH]c(=O)[nH]c4c3)cc2)CC1
→ -4, 0, 5, 1.3, -3, ?, 5
O=C(CCC1CCCN(c2ncccn2)C1)NCc1ccc(F)c(F)c1 (stereo not drawn)
→ 6, -3, -7, 1.7, -4, -4, ·
Cc1nc([N+](=O)[O-])cn1CC(=O)c1ccc(Br)cc1
→ 6, ·, ·, 3.5, ·, -5, -2
COc1ccc(Cl)cc1C(=O)C1CCCN(Cc2cnc(N3CCOCC3)s2)C1 (stereo not drawn)
→ -5, 8, -2, ·, 10, -2, -7
C#CCN(C[C@H]1[C@H](OC(=O)NCc2ccccc2F)[C@H](OC(=O)NCc2ccccc2F)C[C@@H](C(=O)OC)[C@H]1C(=O)OC)S(=O)(=O)c1ccc(C)cc1
→ 2, -3, -2, 2.3, -1, 12, -6
CN(c1ccccc1C(=O)N1CCN(c2ccccc2F)CC1)S(=O)(=O)c1ccccc1
→ 0, 3, 5, 4.0, 4, 13, ·
O=[N+]([O-])c1ccc(COc2cccc(CN3CCCC3)c2)cc1
→ 1, 1, -2, -0.9, -1, 8, 2
O=C1CC2CS(=O)(=O)CC2N1C1CCCCC1 (stereo not drawn)
→ 14, ·, -1, -2.7, ·, -4, -1
Cc1ccc(S(=O)(=O)N2CCCCC2)cc1NC(=O)Cc1cccs1
→ 0, -5, -5, 2.0, -2, 19, 12
CCOC(=O)C1CCCN(C(=O)CSc2nnnn2C)C1 (stereo not drawn)
→ 1, -3, -2, -0.8, 0, ?, -2
Cc1c2c(c(C)n1C)C(C(=O)NC1CCCCC1)N(Cc1ccccc1)C2=O (stereo not drawn)
→ 3, -3, -1, -1.9, -5, -1, 6
Cc1cccc2cc(CN(CCCN(C)C)C(=S)NCCc3ccccc3)c(=O)[nH]c12
→ -3, 0, 1, -0.7, 4, 1, -3
O=C(NC1CC1)C1=C[C@@H](C2CCCCC2)C[C@@H](OCc2ccc(CO)cc2)O1
→ 10, -1, 0, 2.4, ·, -10, -3
Cc1cc(=O)oc2c(O)c(O)ccc12
→ -1, 1, 5, 3.7, -2, -11, 3
CCN(CC)c1nc2ccccc2[nH]c1=O
→ 3, ·, -2, 0.5, 1, 10, 5
CO[C@H]1CN(C)C(=O)c2ccc(NS(=O)(=O)c3cn(C)cn3)cc2OC[C@@H](C)N(C)C[C@H]1C
→ -1, 1, -1, -1.2, -1, ·, -11[16.7 µM]
CC1(C)Cc2cccc(OCC(=O)N3CCN(c4ccccc4F)CC3)c2O1
→ 8, -1, -1, 1.3, 0, 2, ·
C[C@H]1CCCCO[C@@H](CN(C)Cc2ccc(C(=O)O)cc2)[C@@H](C)CN([C@@H](C)CO)C(=O)c2cc(NS(=O)(=O)c3ccccc3)ccc2O1
→ ·, ·, ·, -0.2, ·, ?, 6[16.7 µM]
Cc1cc(Cl)ccc1OCCNC(=S)NC(=O)c1cccnc1
→ 5, 1, 1, -1.9, -3, -9, 6
CCCCOc1ccc(-c2nnc(N)s2)cc1
→ 1, -2, -3, ·, -1, 4, ·
CC(C)NC(=O)N(C)C[C@H]1Oc2c(NC(=O)C3CCOCC3)cccc2C(=O)N([C@@H](C)CO)C[C@@H]1C
→ -1, -3, -1, -1.9, -3, -6, -4[16.7 µM]
CC(C)(C)C(=O)NC(=S)NNC(=O)c1ccc(Cl)cc1Cl
→ -5, -1, -10, -3.7, -4, -7, -4
CC1(C)CC(=O)C=C(C(=O)NC2CCCc3c2cnn3-c2cc(F)cc(F)c2)O1 (stereo not drawn)
→ 1, -3, -4, 3.2, -6, 3, 3
CCCCOCCCNC(=O)C[C@H]1C[C@@]2(C(=O)OC)C(=C[C@H](C(C)(C)C)O[C@@H]2C)N(CCC2=CCCCC2)C1=O
→ -6, 5, -1, 0.7, ·, -8, ·
CCN(C(=O)Cn1cnc2c(nc3n2CCCCC3)c1=O)c1cccc(Cl)c1
→ -7, -1, 1, 1.5, -3, 0, -4
COCCNc1ccc(S(=O)(=O)N2CCCC2)cc1[N+](=O)[O-]
→ -7, -2, -2, 0.2, 8, -6, -12
COCc1ccc(CN2CCC(CO)(CC3CCCCO3)CC2)o1 (stereo not drawn)
→ -6, 0, -3, -0.2, -4, 1, ·
C[C@H](CO)N1C[C@H](C)[C@@H](CN(C)C(=O)Nc2cccc3ccccc23)Oc2c(NS(C)(=O)=O)cccc2C1=O
→ -3, -4, -5, 0.4, 5, -7, 8[16.7 µM]
CC(=O)N1[C@H](CO)[C@H](c2ccccc2)C12CN(C(=O)CN1CCOCC1)C2
→ 3, 0, -2, 2.5, 2, 83*, ·
COc1ccccc1Nc1ccc(C(=O)NCc2cccs2)cn1
→ -1, 4, 3, -0.1, 4, 1, -3
O=C(c1cccc(F)c1)N1C[C@@H]2[C@H](c3ccccc31)[C@@H](CO)N2C(=O)Cc1ccccc1
→ 0, 3, 1, 2.8, 3, -8, 3[16.7 µM]
CC(C)(C)c1ccc(C(=O)N2CCC2(C)C(=O)Nc2cccc3ncccc23)cc1 (stereo not drawn)
→ -2, 4, 2, -4.8, 1, ?, 7
CO[C@H]1CN(C)C(=O)c2ccc(NC(=O)C3CCOCC3)cc2OC[C@H](C)N(Cc2nccs2)C[C@@H]1C
→ 11, 1, 0, -1.9, -2, -1, ·
Cc1nc(CCNS(=O)(=O)c2cccnc2)cs1
→ -3, 0, 2, -0.8, 1, -6, -4
CS(=O)(=O)Nc1ccc2c(c1)[C@@H]1C[C@@H](CC(=O)NCCc3ccccc3)O[C@H](CO)[C@@H]1O2
→ 1, 1, 0, 0.7, -2, 8, -2[16.7 µM]

More records follow.
Each structure is followed by: ERp5 inh, ERAP1 HTS inh, Casp6 inh, F508del corr, SIRT5 inh, DENV2 CPE, miR-122 sensor
CN(c1ccc([N+](=O)[O-])cc1C(=O)Nc1ccccc1)C1CCCCC1
→ -4, 1, -1, 0.7, -18, -5, 2
COc1cccc(S(=O)(=O)N2CCCCN3[C@H](CO)[C@H](c4ccc(C#CC5CC5)cc4)[C@H]3C2)c1
→ 2, -1, 0, 1.4, 9, -35, -14[16.7 µM]
O=C(CSc1ncccn1)Nc1ncc(C(F)(F)F)cc1Cl
→ 3, ·, -2, -3.7, ·, ·, ?
CSc1ccccc1NC(=O)Cn1nc([N+](=O)[O-])c(Cl)c1C
→ 0, 3, -2, ·, -3, -13, 3
CC1=C(CO)C(=O)OC([C@@H](C)C2CC[C@H]3C4C[C@H]5O[C@]56[C@@H](O)C=CC(=O)[C@]6(C)C4CC[C@]23C)C1 (stereo partly drawn)
→ -2, ·, -1, -19, ·, -7, -25
COc1ccc(C2CC(c3ccc(F)cc3)Nc3nc(N)nn32)cc1OC (stereo not drawn)
→ 1, ·, -1, -4.6, ·, 0, ·
CC(C(=O)O)c1ccc(C(=O)c2ccccc2)s1 (stereo not drawn)
→ 0, -1, 0, 1.0, 3, -2, 4
COc1ccc2c3c(n(C)c2c1)[C@H](CO)N(Cc1ccncc1)CC31CCN(C(=O)C2CCCC2)CC1
→ 5, 0, 1, 2.5, 3, 5, ·
FC(F)(F)c1ccc(Sc2n[nH]c(C(F)(F)F)n2)nc1
→ 1, 5, 0, 0.1, -3, -3, -3
CCCCCCOC(=O)C1=C(C)NC(=O)NC1c1ccc2c(c1)OCO2 (stereo not drawn)
→ -1, 1, -3, -4.2, -4, -5, -11
Cc1ccc(C2SCC(=O)N2c2ccccc2)cc1 (stereo not drawn)
→ -3, 3, 0, 2.5, 1, 5, -6
COc1cc(C2CC(=O)N3CN(Cc4ccco4)CSC3=C2C#N)ccc1OCc1ccccc1 (stereo not drawn)
→ -4, -3, -1, 1.3, 2, 6, ·
CC(=O)c1cccc(NC(=S)Nc2cccc3ccccc23)c1
→ 4, -2, 0, -4.2, 0, 1, 31
O=C(CN1C(=O)c2ccccc2C1=O)Nc1cccc(S(=O)(=O)Nc2ccccc2Cl)c1
→ -5, -2, 2, ·, 3, 2, ·
O=C(N[C@@H]1CC[C@H](CCNC(=O)C2CCCCC2)O[C@@H]1CO)c1ccccn1
→ -1, -2, 0, -0.2, 1, 149*, ·

Reformatted in markdown: entries from further up.
| structure | ERp5 inh | ERAP1 HTS inh | Casp6 inh | F508del corr | SIRT5 inh | DENV2 CPE | miR-122 sensor |
| --- | --- | --- | --- | --- | --- | --- | --- |
| CCCCn1c(O)c(N=NC(=O)c2ccncc2)c2cc(Br)ccc21 | -1 | -1 | 3 | 4.6 | 2 | 1 | -3 |
| O=C(CSc1ncccn1)Nc1ncc(C(F)(F)F)cc1Cl | 3 | · | -2 | -3.7 | · | · | ? |

Rows are unselected; about 4% have a hit in one of these screens.
